FLuc modulator: counter-screen for miR-21 project: firefly luciferase inhibitors or activators. purified FLuc, Km substrates, luminescence inhibition. P08659. hit rate 6.9% among 360,000. Potency, µM (doses to about 57.5 µM), inactives show at the top dose activity change, negative = inhibition, usual class: inhibitors;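 note: potency is the fitted concentration of half-maximal effect; plate controls were vehicle for no effect and reference inhibitor for full effect; nearly all actives have a fitted effect of over 55% in size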
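Purified P. pyralis luciferase, 10 nM final, with Km-level 10 uM D-luciferin and 10 uM ATP in 50 mM Tris acetate pH 7.5, 10 mM Mg acetate, 0.01% Tween-20, 0.05% BSA; 6-point qHTS titration about 60 µM downward; luminescence read.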
NPC1 promoter act: activators of NPC1 promoter | AID 485313 | hit rate 2.4% among 320,000 | Huh7 NPC1 promoter luciferase reporter, 24 h | Potency, µM (doses to about 9.22 µM), without a hit: at the highest dose activation, most hits filed as activators;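 note: potency is the fitted concentration of half-maximal effect; % of control where 0% means no effect; nearly all actives have a fitted effect of over 60% in size; reporter is driven by a mutant NPC1 promoter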
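In 1536-well qHTS, Huh7 cells harboring an NPC1 promoter–luciferase construct received compound for 24 h; activation was quantified by luminescence following luciferase reagent addition.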
VP16 counter: inhibits Gal4-VP16 luciferase reporter, ROR gamma counter-screen | Drosophila S2 Gal4-VP16 UAS-luciferase, luminescence, 20 h | AID 2546 | Potency, µM (series often up to 53.6 µM), without a hit: top-dose activity, negative = inhibition, usual class: inhibitors | hit rate 3.5% among 310,000;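 note: Gal4-VP16 expression switched on by copper sulfate through the metallothionein promoter; potency is the fitted concentration of half-maximal effect; % is set by controls: 0 for no effect and ±100 for the full control effect; nearly all actives have a fitted effect of over 50% in size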
RORgamma inh: blocks mouse ROR gamma transcriptional activity; P51450; Drosophila S2 Gal4-RORgamma UAS-luciferase reporter, 20 h; Potency, µM (doses to about 53.6 µM), without a hit: at the top dose activity change, negative = inhibition, usual class: inhibitors; hit rate 5.4% among 310,000; note: potency is the fitted concentration of half-maximal effect; % is set by controls: 0 for no effect and ±100 for the full control effect; nearly all actives have a fitted effect of over 60% in size
Target sequence (P51450 whole entry, looked up, the tested form may be a part): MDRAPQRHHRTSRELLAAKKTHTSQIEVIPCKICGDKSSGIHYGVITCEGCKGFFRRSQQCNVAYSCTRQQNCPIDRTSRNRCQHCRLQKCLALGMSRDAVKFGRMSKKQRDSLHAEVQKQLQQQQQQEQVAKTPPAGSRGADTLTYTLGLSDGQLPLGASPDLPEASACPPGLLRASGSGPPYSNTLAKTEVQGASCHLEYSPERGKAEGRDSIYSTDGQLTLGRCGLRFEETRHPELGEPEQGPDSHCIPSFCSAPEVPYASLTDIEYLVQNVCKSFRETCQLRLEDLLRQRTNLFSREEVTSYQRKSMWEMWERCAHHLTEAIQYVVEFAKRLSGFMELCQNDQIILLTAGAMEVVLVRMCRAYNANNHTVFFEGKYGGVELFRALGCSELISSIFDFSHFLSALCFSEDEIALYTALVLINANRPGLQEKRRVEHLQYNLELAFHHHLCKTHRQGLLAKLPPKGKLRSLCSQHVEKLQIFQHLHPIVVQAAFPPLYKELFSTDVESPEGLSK
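Read-out: Photinus luciferase luminescence; inhibitors lower reporter signal. Insect Schneider cells with Gal4-ROR gamma fusion under metallothionein promoter, UAS reporter; 700 uM final copper sulfate induction, 20 hr, ambient temperature.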
BRCA1 expr act: BRCA1 expression activation. MCF7-BRCA1-FFLuc reporter, luminescence, 48 h; response scale: scaled: vehicle 0%, 10 µM genistein 100%. Potency, µM (titrated, usually from 46.1 µM), without a hit: at the top dose activation, usual class: activators. hit rate 1.1% among 380,000; note: potency is the fitted concentration of half-maximal effect; nearly all actives have a fitted effect of over 80% in size; some results filed as inactive show a strong effect at the top dose
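Compounds are tested at multiple concentrations on MCF7 BRCA1-luciferase reporter cells seeded at 2000 per well; after 48 h, a single luminescence end-point is taken and curves fitted to the normalized data.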
ELG1 repair inh: inhibitors of ELG1-dependent DNA repair in HEK293T cells | hit rate 2.3% among 330,000 | HEK293T ELG1-luciferase reporter, luminescence, 16 h; DNA damage induced by 5-fluorouridine | Potency, µM (titrated, usually from 46.1 µM), for inactives: at the top dose activity change, negative = inhibition, hits mostly inhibitors | AID 504467; note: potency is the fitted concentration of half-maximal effect; % is set by controls: 0 for no effect and ±100 for the full control effect; nearly all actives have a fitted effect of over 55% in size
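Quantitative HTS, concentration-response format. 2,000 cells/well co-treated with 5-fluorouridine and compound, 16 hr in 5% CO2 at 37 °C; ONE-Glo luminescence read after 30 min.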
Rab9 prom act: Rab9 promoter activation. Huh7 Rab9 promoter-luciferase reporter, luminescence, 24 h. hit rate 2.8% among 320,000. AID 485297. Potency, µM (top dose mostly 9.22 µM), inactives show at the top dose activation, negative = inhibition, actives largely listed as activators; note: potency is the fitted concentration of half-maximal effect; % of control where 0% means no effect; nearly all actives have a fitted effect of over 60% in size
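Measured in stably transfected Huh7 cells bearing a Rab9 promoter–luciferase construct: 24 h compound treatment at 37 °C, followed by luminescence detection.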
p53 reactivation: re-activators of mutant p53; H1299 p53-A138V BP100-luciferase reporter, luminescence, 24 h; Potency, µM (doses to about 92.2 µM), without a hit: at the top dose activity change, positive = activation, actives largely listed as activators; hit rate 0.063% among 320,000; note: potency is the fitted concentration of half-maximal effect; % of control where 0% means no effect; nearly all actives have a fitted effect of over 45% in size
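H1299 (p53-null), stable ts p53-A138V + BP100-Luc; 1000 cells/well, Opti-MEM/10% FBS; cpd 4 pt, 1:5; 24 h, 37 deg C, 5% CO2; detection reagent 10 min RT; luminescence.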
Tb PFK inh: T. brucei PFK enzyme inhibition | T. brucei PFK, ADP-Glo luminescence | Potency, µM (highest dose often 57.5 µM), for the others: top-dose activity, negative = inhibition, most hits filed as inhibitors | hit rate 0.17% among 330,000 | AID 485367;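 note: potency is the fitted concentration of half-maximal effect; 0% = uninhibited 1x PFK enzyme wells and -100% = no-enzyme wells; nearly all actives have a fitted effect of over 60% in size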
Target sequence (O15648 whole entry, looked up): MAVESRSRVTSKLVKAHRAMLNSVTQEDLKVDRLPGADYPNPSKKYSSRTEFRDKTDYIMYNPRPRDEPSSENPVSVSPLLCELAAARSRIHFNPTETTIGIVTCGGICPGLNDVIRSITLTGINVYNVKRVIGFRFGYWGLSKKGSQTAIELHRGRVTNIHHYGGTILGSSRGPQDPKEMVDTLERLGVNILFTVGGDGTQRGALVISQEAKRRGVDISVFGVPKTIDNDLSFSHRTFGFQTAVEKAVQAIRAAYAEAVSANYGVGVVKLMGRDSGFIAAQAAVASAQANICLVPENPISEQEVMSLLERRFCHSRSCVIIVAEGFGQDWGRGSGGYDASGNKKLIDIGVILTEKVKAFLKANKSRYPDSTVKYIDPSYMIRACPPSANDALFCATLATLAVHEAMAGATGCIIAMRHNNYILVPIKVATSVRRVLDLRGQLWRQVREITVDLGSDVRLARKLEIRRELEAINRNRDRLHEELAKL
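In TEA buffer at pH 8.0 with 5 mM MgCl2, enzyme (1.25 nM) converted F6P (0.5 mM) and ATP (0.1 mM) for 45 min at room temperature. ADP product was read by luciferase luminescence.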
ELG1 genotoxic: genotoxicity induction in ELG1-luciferase HEK293T cells. HEK293T ELG1-luciferase reporter, luminescence, 16 h. Potency, µM (series often up to 46 µM), inactives show at the top dose activity change, positive = activation, usual class: activators. hit rate 1.3% among 330,000. AID 504466; note: potency is the fitted concentration of half-maximal effect; % of control where 0% means no effect; nearly all actives have a fitted effect of over 60% in size
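HEK293T cells expressing luciferase-tagged ELG1 were treated with compound or DMSO for 16 hr at 37°C. Luciferase activity was then read after 30 min with ONE-Glo at room temperature; rising signal flags genetic stress.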
TRPV1 ag: activates the human vanilloid receptor TRPV1; AID 540275; Q8NER1; activation, % at 8.33 µM; TRPV1-expressing cells, Fluo-8 calcium influx, agonist mode; hit rate 0.19% among 320,000; in the data active = activation above about 80%; inconclusive = between about 30% and that limit; note: 0% is about no effect
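TRPV1-expressing cells were cultured overnight at 35.5C and loaded with Fluo-8 calcium dye for 40 to 90 min at room temperature. After a 10 s baseline, compound was added and calcium influx was read kinetically for 3 min (ex 480/em 520 nm).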
An asterisk follows results filed as active; ? = inconclusive; · = no result given; & = joins results of further samples; [ ] = remark or other dose. Unless noted, calls come from the whole dose curve; as a rule, active = well fitted curve in the direction sought with a large enough effect; inconclusive = small, poorly fitted or top-dose-only effect, or another doubt; inactive = no such curve, though single readings can be large; an effect the other way counts as inactive or inconclusive.

The line under a structure holds: FLuc modulator	NPC1 promoter act	VP16 counter	RORgamma inh	BRCA1 expr act	ELG1 repair inh	Rab9 prom act	p53 reactivation	Tb PFK inh	ELG1 genotoxic	TRPV1 ag
1) CN(c1ccccc1)S(=O)(=O)c1cccc(NS(=O)(=O)c2ccc(/C=C/C(=O)O)cc2)c1
 : ?	-3%	0%	-4%	6%	9%	-1%	3%	2%	0%	0
2) O=c1oc2ccccc2c(NC(c2ccccc2)c2ccccc2)c1[N+](=O)[O-]
 : 1%	-4%	-5%	?	-33%	-3%	1%	-2%	7%	0%	17
3) CC12Cc3ccc4ccccc4c3C=C1C[N+](C)(C)C2 (centres undefined)
 : 0%	-13%	-4%	-39%	0%	-11%	-13%	0%	1%	0%	-1
4) CCn1c(SCC(N)=O)nnc1-c1cc2c(C)nn(-c3ccccc3)c2s1
 : 15µM*	6%	-3%	-4%	-8%	?	0%	-1%	-2%	1%	1
5) O=C(Nc1ccc2c(c1)OCCO2)c1coc2ccccc2c1=O
 : 0.76µM*	-1%	-21%	-40%	17%	?	10%	?	6%	?	?
6) OC1COC(O)C(O)C1O (centres undefined)
 : 3%	-2%	·	·	-7%	2%	13%	-1%	-17%	-9%	0
7) COc1ccccc1NC(=O)C(=O)NNS(=O)(=O)c1ccc2ccccc2c1
 : ?	1%	5%	-9%	-10%	1%	-2%	6%	?	3%	3
8) CN(C)/C=N/C1=C(C#N)C(c2ccc(Br)cc2)c2ccc3ccccc3c2O1 (centres undefined)
 : 5%	-5%	4%	7%	-45%	-15%	-6%	-5%	2%	-4%	-9
9) CCc1c(C)sc(NC(=O)c2cnn3cccnc23)c1C#N
 : 6%	1%	5%	29%	2%	12%	-3%	0%	1%	-1%	1
10) COc1cccc2sc(N(C)c3ccccc3)nc12
 : 0.85µM*	1.3µM*	16%	?	?	?	0.5µM*	?	4%	1.6µM*	3
11) Cc1cccc(NC(=O)CCCN2C(=O)c3cccc4cccc(c34)C2=O)c1
 : 0%	-8%	-6%	-6%	0%	-15%	-1%	?	-3%[0.46 µM]	0%	0
12) O=C(O)CCc1ncc(C(F)(F)F)cc1Cl
 : 0%	0%	12%	26%	-15%	5%	0%	-2%	1%	-2%	0
13) CCCCc1ccc(C2C3=C(CC(C)(C)CC3=O)NC3=C2C(=O)c2ccccc23)cc1 (centres undefined)
 : -8%	-6%	0%	-6%	-77%	-23%	-6%	-4%	-3%	-8%	1
14) COc1ccc(OC)c(NC2c3ccccc3C(=O)N2c2cccnc2)c1 (centres undefined)
 : 0%	7%	-1%	-9%	-19%	17%	-8%	-2%	-9%	1%	·
15) COC(=O)C1=C(C)N(Cc2ccccc2)C(=NCc2ccc(OC)cc2)N[C@H]1c1ccccc1
 : 0%	-1%	-2%	-5%	-28%	?	-7%	10%	5%&0%	-6%	6
16) CCOc1ccc(-c2nnc(-c3ccncc3)o2)cc1OCC
 : 4%	1%	0%	3%	1%	-2%	-11%	-1%	5%	-4%	4
17) O=C(NCCOc1ccccc1F)c1ccc2c(=O)n3c(nc2c1)CCC3
 : 6µM*	2.8µM*	·	·	?	?	2.2µM*	?	0%	?	2
18) CCN(CC)CCCN1C(=O)C(O)=C(C(=O)c2cc3ccccc3o2)C1c1ccccn1 (centres undefined)
 : 1%	-4%	6%	-8%	-11%	-1%	3%	-7%	1%	2%	1
19) CCN1CCN(c2cc(N3CCc4ccccc4C3)c(F)cc2[N+](=O)[O-])CC1
 : 0%	-13%	1%	-42%	-81%	-11%	-7%	?	8%	0%	3
20) Cc1ccc(C(=O)N2CCCC(N3CCN(c4ccccc4C)CC3)C2)c(=O)[nH]1 (centres undefined)
 : 0%	-3%	0%	-2%	0%	0%	-3%	-2%	1%	1%	-5

Overlap with the part before: 2 entries, then new ones.
The line under a structure holds: FLuc modulator	NPC1 promoter act	VP16 counter	RORgamma inh	BRCA1 expr act	ELG1 repair inh	Rab9 prom act	p53 reactivation	Tb PFK inh	ELG1 genotoxic	TRPV1 ag
19) CCN1CCN(c2cc(N3CCc4ccccc4C3)c(F)cc2[N+](=O)[O-])CC1
 : 0%	-13%	1%	-42%	-81%	-11%	-7%	?	8%	0%	3
20) Cc1ccc(C(=O)N2CCCC(N3CCN(c4ccccc4C)CC3)C2)c(=O)[nH]1 (centres undefined)
 : 0%	-3%	0%	-2%	0%	0%	-3%	-2%	1%	1%	-5
21) CCN(Cc1ccccc1)S(=O)(=O)c1c[nH]c(C(=O)OC)c1
 : -4%	0%	4%	-6%	3%	12%	0%	3%	-4%	-4%	26
22) COc1ccccc1C(=O)Nc1ccc(C2=NNC(=O)CC2C)cc1 (centres undefined)
 : ?	-1%	2%	16%	26%	28%	0%	-12%	5%	4%	0
23) Cc1ccc(CNC(=O)Cn2nnc(C(=O)Nc3cc(C)ccc3C)c2N)cc1
 : 1%	-4%	3%	0%	-10%	10%	-4%	-2%	3%	-4%[9.26 µM]	3
24) CCc1ccc(Nc2n[n+](-c3ccccc3)c(-c3cc(OC)c(OC)cc3Br)s2)cc1
 : 2%	0%	-26%	10µM*	-26%	-12%	-4%	·	-1%	-3%	1
25) O=C(CSc1nnnn1-c1cccc2c1CCCC2)N1CCCC1
 : -5%	0%	?	25%	-22%	4%	1%	-5%	-3%	-1%	3
26) COc1ccc(C(=N/O)/C(=N/O)c2ccc(OC)cc2)cc1
 : -1%[2.3 µM]	1%	15%	-27%	-10%	2%	5%	-3%	1%	-1%	2
27) Cc1ccc(C2=NOC3(CC(=O)N(c4ccccc4)C3=O)C2)cc1 (centres undefined)
 : 2%	-1%	1%	0%	2%	-2%	-3%	-1%	0%	-1%	5
28) CC(=O)c1ccc(NC(=O)CC(C)S(=O)(=O)c2ccc3c(c2)CCN3C(C)=O)cc1 (centres undefined)
 : 0%	6%	-5%	5%	5%	15%	-1%	2%	-4%	-2%	-1
29) Cc1ccc2c(c1)N(C(=O)CCC(=O)NCc1cccnc1)CC(C)O2 (centres undefined)
 : 1%	1%	-7%	4%	-6%	0%	-7%	?	-6%	-1%	6
30) CC(C)Cc1ccc(C(C)C(=O)Nc2cccnc2)cc1 (centres undefined)
 : 3%	-14%	?	30%[1.91 µM]	-1%	20%	-31%[inhibitor]	·	-25%	15%	?
31) COc1ccc2[nH]c3c(c2c1)CCN1C(=O)N([C@@H](C)C(=O)NCc2ccccc2)C(=O)[C@]31C
 : -1%	-3%	4%	-11%	6%	-3%	-3%	3%	0%	-5%	0
32) CC(C)(C)NC(=O)N1CCN(c2nc3ccc(Cl)cc3s2)CC1
 : ?	?	-6%	?	10µM*	17%	24%	4%	-1%	6%	?
33) COc1ccc(NC2=NCC(=O)N2c2ccccc2F)cc1
 : 4%	-4%	2%	0%	-12%	14%	-3%	1%	-7%	4%	-1
34) CC1CN(S(=O)(=O)c2cccc(C(=O)Nc3ccc(S(=O)(=O)Nc4ncccn4)cc3)c2)CC(C)O1 (centres undefined)
 : 1%	-2%	-4%	1%	-4%	-16%	3%	0%	-5%	0%	0
35) CC1=CC=CN2C1=NC(=O)CC2(C)C(=O)N(CC(=O)NC1CCCC1)Cc1ccccc1 (centres undefined)
 : 2%	-3%	0%	-3%	-3%	3%	-2%	-2%	-4%	-3%	-1
36) CCCC(c1nnnn1C1CCCCC1)N1CCN(C(=O)c2ccco2)CC1 (centres undefined)
 : 1%	0%	-62%	?	0%	3%	5%	3%	-4%	12%	3
37) CC(=O)N(C(C)=O)c1ccc2nc(C)[nH]c(=O)c2c1
 : -1%	-3%	-4%	-30%	-4%	?	-5%	-1%	-5%	-1%	1
38) Oc1cccc(Nc2ncnc3ccccc23)c1
 : ?	7%	1%	-20%	46%	-9%	3%	29%	-4%	15%	3
39) Cc1c(CN(C)C(=O)c2nn(C)cc2[N+](=O)[O-])cnn1C
 : 6%	2%	-7%	5%	14%	-5%	-6%	-8%	-2%	-4%	1
40) CC1Cc2ccccc2N1C(=O)COC(=O)c1cccc(Br)c1 (centres undefined)
 : 3%	-2%	·	·	-10%	0%	1%	3%	0%	-2%	17
41) Cc1cc(C(F)(F)F)nn1CC(=O)N(C)c1ccccc1
 : -1%	-3%	-3%	2%	1%	13%	-6%	-1%	5%	0%	6
42) CCC(=O)Nc1c2c(nn1-c1ccc(OC)cc1)CS(=O)C2 (centres undefined)
 : 0%	-1%	7%	-5%	-37%	7%	-11%	-1%	2%	3%	2
43) O=C(NCc1nnnn1-c1ccc(F)cc1)c1ccc([N+](=O)[O-])o1
 : -2%	0%	·	·	-53%	?	0%	-24%	-6%	6%	0

Screens from PubChem.
